# Source: PubChem BioAssay (National Center for Advancing Translational Sciences (NCATS))
# AmpC inh det – AmpC beta-lactamase inhibition, detergent assay; purified AmpC, nitrocefin hydrolysis with detergent; Potency, µM (series often up to 28.7 µM), without a hit: at the top dose activity change, negative = inhibition; 0.09% of 71,000 active; active means well fitted curve in the direction sought with a large enough effect
# Target sequence (P00811 whole entry, looked up): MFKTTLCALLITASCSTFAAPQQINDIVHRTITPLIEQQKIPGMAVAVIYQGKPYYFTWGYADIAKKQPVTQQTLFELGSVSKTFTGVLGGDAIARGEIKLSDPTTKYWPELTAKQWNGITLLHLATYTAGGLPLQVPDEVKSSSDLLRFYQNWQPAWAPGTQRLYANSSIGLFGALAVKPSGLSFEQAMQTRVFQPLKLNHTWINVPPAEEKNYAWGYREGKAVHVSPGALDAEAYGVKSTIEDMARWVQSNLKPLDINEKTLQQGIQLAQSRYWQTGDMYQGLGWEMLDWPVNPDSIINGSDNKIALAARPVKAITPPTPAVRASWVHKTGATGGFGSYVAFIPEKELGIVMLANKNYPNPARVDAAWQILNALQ
#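 E. coli AmpC (5.3 nM) in 20 mM phosphate pH 7.0 with 0.01% Triton X-100, preincubated 15 min RT with compound; nitrocefin (2 uL of 800 uM stock) hydrolysis followed by 480 nm absorbance every 20 s over 4 min.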
# The depositor's hits bear a star; & = joins results of further samples. On the % scale 0 is the no-effect control and ±100 the full control effect; potency means the concentration at half of the fitted maximal effect. A portion of the library; the hit share may differ from the screen's.
SMILES	AmpC inh det
CCOC(=O)c1ccccc1NC(=O)CN1C(=O)CCS(=O)(=O)c2ccccc21	7%
O=C(O)CSc1ccccn1	12%
COc1ccc(C2NC3=C(CCC3)C3(C#N)C4(N=C(N)C23C#N)OCCO4)cc1 (stereo unspecified)	-3%
COc1ccc(-c2nnc(SCC(=O)NC(=O)NCc3ccco3)o2)cc1	-6%
COCCn1c(COc2ccc(OC)cc2)nc2ccccc21	-6%
CC1(C)CC2CC(C)(CN2C(=O)c2cc(-c3ccccc3O)on2)C1 (stereo unspecified)	6%
COC(=O)CSc1n[nH]c(-c2ccncc2)n1	-3%
CN(CC(=O)Nc1ccc2c(c1)OCCO2)S(=O)(=O)c1cccc2cccnc12	8%
CCOC(=O)CN1C(=O)C2(C(C#N)=C(N)Oc3ccccc32)C(C(=O)OC)=C1C (stereo unspecified)	-3%
O=C(O)Cn1c(SC2CCCCC2)nc2ccccc21	-3%
C1CCN(c2nc(N3CCCCC3)nc(N3CCNCC3)n2)CC1	18%
CS(=O)(=O)N1CCCC(C(=O)NCCc2ccc(Cl)cc2)C1 (stereo unspecified)	-1%
Cc1ccc(C(=O)O)cc1[N+](=O)[O-]	7%
COc1ccc(-c2cnc(SCC(=O)Nc3cc(C)on3)n2Cc2ccco2)cc1	-1%
N#C/C(=C\c1ccc(O)c(O)c1)C(N)=S	-1%&0%
O=C(CSc1nnc(-c2c[nH]c3ccccc23)o1)N1CCCCC1	7%
Cc1ccc(C2N(c3ccc(F)cc3)C(=O)C3CCCN32)cc1 (stereo unspecified)	7%
CN1C(=O)NC(NC(=O)C2CCCCC2)(C(F)(F)F)C1=O (stereo unspecified)	-2%
Fc1ccccc1N1CCN(CCCNc2ccc3nncn3n2)CC1	15%
CC(C)(C)c1cc(CN2CCOCC2)c(C(=O)O)o1	14%
CCCCN(CC)CCNS(=O)(=O)c1ccc2c(c1)oc(=O)n2C	-3%
Nc1cccc(C(=O)Nc2ccc(N)cc2Cl)c1	7%
Cc1ccc(S(=O)(=O)Cn2cnnn2)cc1	7%
CCN(CC)C(=O)Oc1ccccc1NC(C)=O	8%
CCCn1c(C)nc2c(N3CCC(N(C)C)C3)nc(C)nc21 (stereo unspecified)	20%
CC(=O)CCc1c(C)[nH]c2ccc(NC(C)=O)cc2c1=O	9%
CC(=O)c1cnc(Nc2nc(C)c3ccc(C)cc3n2)nc1C	0%
COc1ccc(CN2CCOCC2)cc1Br	8%
O=C(CSc1nnc(-c2c[nH]c3ccccc23)n1-c1ccc(F)cc1)NCc1ccco1	12%
CCOC(=O)c1c(NC(=O)c2nn(CC)cc2Br)sc(C)c1C	-1%
COCCNC(=O)C(c1cccs1)N(CCc1ccccc1)C(=O)Cn1nnc2ccccc21 (stereo unspecified)	-3%
COc1ccc(-n2c(SCc3ccc(C#N)cc3)nnc2-c2ccccn2)cc1	1%
CCOC(=O)c1cn(CC(=O)Nc2ccc3c(c2)OCCO3)nn1	-2%
CCC(=O)N(Cc1cc2cccc(C)c2[nH]c1=O)c1ccccc1OC	-4%
C[C@@H](C(=O)NCc1ccccc1)[C@H]1C[C@]1(C)[C@H](NC(=O)OCc1ccccc1)c1ccccc1	-2%
CC1=Nn2c(nnc2-c2ccc(F)cc2)SC1	-4%
O=C(C1CCN(S(=O)(=O)c2cnc[nH]2)CC1)N1CCN(Cc2ccc3c(c2)OCO3)CC1	-1%
N#Cc1c(N2C(=O)C3C4C=CC(C4)C3C2=O)sc2c1CCC2 (stereo unspecified)	-2%
CCC(CC)C(=O)NCCNC(=O)C(CC)CC	-3%
CCOC(=O)C1Cc2ccccc2CN1 (stereo unspecified)	-4%
CCCCN1C(=O)NC(=O)C2(Cc3c(nc4c(C)cccn4c3=O)N3CCc4ccccc4C32)C1=O (stereo unspecified)	-5%
CCOC(=O)N1CCN(c2nc3ccccc3nc2C(C#N)C(=O)NCCc2ccccc2)CC1 (stereo unspecified)	14%
CC1Cc2ccccc2N1Cc1cc(=O)n2ccsc2n1 (stereo unspecified)	-3%
CN(C)CC1(c2ccccc2)CCCC1	5%
O=C(NCCCN1CCCC1=O)c1csc2ccccc12	-3%
Cc1ccccc1OCC(O)Cn1c(NCc2ccco2)nc2c1c(=O)[nH]c(=O)n2C (stereo unspecified)	9%
CCN(CC)CC(=O)c1c[nH]c2ccc(C)cc12	12%
CC(=O)c1c(C)oc(C)c1CSCc1ccc(C(=O)O)o1	7%
O=C(NCc1ccccn1)C1COc2ccccc2O1 (stereo unspecified)	-2%
CCCCn1nc(NC(=O)c2cccs2)c2cc3cc(OC)ccc3nc21	-3%
Cc1cccc(OCCCC(=O)Nc2ccc(S(=O)(=O)Nc3onc(C)c3C)cc2)c1C	-4%
O=C1Nc2ccc(S(=O)(=O)N3CCOCC3)c3cccc1c23	-7%
O=[N+]([O-])c1c(Cl)c(Cl)cc(Cl)c1Cl	5%
O=C(Nc1ccccc1C(F)(F)F)N1CCC(n2c(=O)[nH]c3ccccc32)CC1	-6%
CCN1C2=C(C(=O)CCC2)C(c2ccc(O)c(Br)c2)C2=C1CCCC2=O	5%
COc1cccc(CNC(=O)c2ccccc2N)c1	-5%

# Continuation:
SMILES	AmpC inh det
Cc1cc(C)n2nc(CC(=O)NC3CCCCCC3)nc2n1	-2%
Cc1ccc(NC(=O)CCCC(=O)O)c(Br)c1	-4%
Cc1ccc2oc3c(c(=O)c2c1)C(c1cccc(O)c1)N(c1ccccn1)C3=O (stereo unspecified)	7%
COCCn1c(-c2ccccc2F)n[nH]c1=S	-5%
COc1cc(Cn2c(-c3nonc3N)nc3ccccc32)ccc1C	10%
Nc1nc2ccccc2nc1N	-1%
CCOc1ccc(-c2nn[nH]n2)cc1	5%
COc1ccc(NC(=O)c2cnn3c(C(F)(F)F)cc(-c4ccco4)nc23)cc1OC	-5%
c1ccc(Nc2nc(-c3cccnc3)cs2)nc1	8%
COc1ccc(N=c2scc(-c3ccc(S(=O)(=O)N4CCOCC4)cc3)n2CCCO)cc1	-2%
COc1ccc(C(=O)Nc2cccc(C(=O)N3CCCC3)c2)cc1	-1%
Cc1nc2ccccn2c1C(=O)NCc1ccc2c(c1)OCO2	14%
CCN(c1cccc(C)c1)c1ncnc2nc[nH]c12	7%
O=C(C1CCN(C2CC(=O)N(c3ccc(F)cc3)C2=O)CC1)N1CCOCC1 (stereo unspecified)	1%
O=C1CC(c2ccccc2)C(C(=O)Nc2ccccc2F)N1 (stereo unspecified)	13%
COc1ccc(N(CC(=O)NC2CCCC2)C(=O)Cn2nnc(-c3ccc(C)cc3)n2)cc1OC	3%

# Seven entries out of the list, sorted by length of the SMILES, smallest number first.
SMILES	AmpC inh det
CCOc1ccc(-c2nn[nH]n2)cc1	5%
c1ccc(Nc2nc(-c3cccnc3)cs2)nc1	8%
Cc1nc2ccccn2c1C(=O)NCc1ccc2c(c1)OCO2	14%
COc1ccc(C(=O)Nc2cccc(C(=O)N3CCCC3)c2)cc1	-1%
COc1ccc(NC(=O)c2cnn3c(C(F)(F)F)cc(-c4ccco4)nc23)cc1OC	-5%
COc1ccc(N=c2scc(-c3ccc(S(=O)(=O)N4CCOCC4)cc3)n2CCCO)cc1	-2%
COc1ccc(N(CC(=O)NC2CCCC2)C(=O)Cn2nnc(-c3ccc(C)cc3)n2)cc1OC	3%

# Following part:
SMILES	AmpC inh det
CN(C)c1ccc(C(c2nnnn2C(C)(C)C)N2CCc3ccccc3C2)cc1 (stereo unspecified)	3%
c1ccc(Cc2nn3c(Cn4cnc5ccccc54)nnc3s2)cc1	-6%
CC(C)(/C=N/O)/[N+]([O-])=C/c1ccco1	-1%
CCOC(=O)c1cc2sccc2n1Cc1ccccc1	9%
Cc1nc(NCCc2cnc[nH]2)c2oc3ccccc3c2n1	-7%
CC(=O)c1ccc(NC(=O)C2CCCN2S(=O)(=O)c2ccc(C)cc2)cc1 (stereo unspecified)	12%
O=C(CSc1nnc(CNC(=O)c2ccccc2F)o1)c1ccccc1	-6%
O=C(Nc1ccc2c(c1)OCO2)c1ccc(Br)c(S(=O)(=O)N2CCCC2)c1	-4%
O=C(O)c1ccc(-n2cccc2)cc1O	14%
CN(C)S(=O)(=O)c1cccc(C(=O)N2CCN(Cc3ccccc3)CC2)c1	-1%
CCN(CC)S(=O)(=O)c1ccc2nc(COC(=O)c3n[nH]c4ccccc34)[nH]c2c1	-1%
COc1ccc(OC)c(NS(=O)(=O)c2cc(OC)ccc2OC)c1	-3%
COC(=O)c1cc(Br)c(=O)n(Cc2ccc(OC)c(OC)c2)c1	1%
Cc1c(C(=O)O)oc2ccc(S(=O)(=O)N3CCC(C)CC3)cc12	-4%
COc1cc(-c2nnn(CC(=O)NC3CCS(=O)(=O)C3)n2)ccc1OCc1ccccc1 (stereo unspecified)	0%
CCNc1ncc2nc(-c3ccc(F)cc3)c(=O)n(CCC#N)c2n1	-4%
c1cncc(CSc2nnc(-c3cccnc3)n2Cc2ccco2)c1	-3%
c1ccc(-c2cnnc(SCc3cn4cccnc4n3)n2)cc1	-1%
O=C(CCCCCn1c(=S)[nH]c2ccccc2c1=O)N1CCC2(CC1)OCCO2	-1%
CCCCOC(=O)N1CCOCCOCCN(C(=O)OCCCC)CCOCCOCC1	-2%
O=C1C(Cl)=C(NCCCN2CCOCC2)C(=O)N1CCc1ccccc1	-3%
CCN(CC)c1ccc(/C=N/n2c(C)cc(C)cc2=O)cc1	-1%
COc1ccc(NC(=O)N2CC3(CCN(C(=O)c4cc(C(F)(F)F)cc(C(F)(F)F)c4)CC3)C2)cc1	22%
N#CCCn1c(=O)c(CCc2ccccc2)nc2cnc(Oc3ccccc3)nc21	-1%
Cn1c(=O)c(-c2ccc(Cl)cc2)nc2cnc(Oc3ccccc3)nc21	0%
c1cc2ccc3cccc4ccc(c1)c2c34	11%
COC(=O)C1=C(C)N(C)C(=O)NC1c1cc(Cl)cc(Cl)c1OC (stereo unspecified)	-3%
CC(NC(=O)c1cccs1)C(c1cccs1)N1CCN(Cc2ccccc2)CC1 (stereo unspecified)	15%
C=CCn1c(SCC(=O)NCc2ccco2)nc2sc3c(c2c1=O)CCCCC3	-4%
COC(=O)C1=C(CN2CCc3ccccc32)NC(=O)NC1c1cc(C)ccc1C (stereo unspecified)	-4%
COc1ccc(N(CC(=O)N2CCCCC2)S(=O)(=O)c2ccccc2)c(OC)c1	0%
O=C(Oc1ccccc1)N1CCC2(CC1)CCN(c1ccccc1)CC2	-3%
Cn1cccc1Cc1nnc(SCC(=O)Nc2ccc3c(c2)OCO3)n1-c1ccc(F)cc1	13%
COc1cccc(-c2cc(NCc3ccccc3)ncn2)c1	7.9µM*
CC(C)N(Cc1nc(-c2ccccc2)no1)C(=O)COc1ccccc1	14%
CC(C)c1ccc(-c2nc(N3CCOCC3)[nH]c(=O)c2C#N)cc1	-1%
Cc1ccc(S(=O)(=O)Cn2nnnc2C(c2ccc(F)cc2)N2CCCCC2)cc1 (stereo unspecified)	3%
CCc1ccc2nc(NC(=O)c3ccc4c(=O)[nH]c(CN5CCOCC5)nc4c3)sc2c1	-3%
COc1ccc(-c2nc(CCNC(=O)c3ccco3)cs2)cc1OC	14%
CCOC(=O)c1ccccc1NC(=O)CC(C)CC(=O)O (stereo unspecified)	-5%

# Looked up by compound from above, 4 records:
SMILES	AmpC inh det
Cn1c(=O)c(-c2ccc(Cl)cc2)nc2cnc(Oc3ccccc3)nc21	0%
CC(=O)CCc1c(C)[nH]c2ccc(NC(C)=O)cc2c1=O	9%
CCc1ccc2nc(NC(=O)c3ccc4c(=O)[nH]c(CN5CCOCC5)nc4c3)sc2c1	-3%
COc1ccc(OC)c(NS(=O)(=O)c2cc(OC)ccc2OC)c1	-3%

# (next part)
SMILES	AmpC inh det
O=C(OCC#CCSc1nnc(-c2ccc(Br)cc2)o1)c1ccco1	6%
CCS(=O)(=O)Nc1c(C(=O)O)[nH]c2ccccc12	-3%
COc1ccc2[nH]cc(C3=CCNCC3)c2c1	-1%
CCOC(=O)C(C)Oc1cccc2c(=O)n(CC(=O)N3CCN(C(=O)OCC)CC3)ccc12 (stereo unspecified)	9%
Cc1cc(C)nc(SCCC(=O)N2CCOCC2)n1	-4%
CCCCCOc1ccc(N2C(=O)CC(N(O)c3ccccc3)C2=O)cc1 (stereo unspecified)	0%
CCOC(=O)c1cnc(Nc2nc3ccccc3o2)nc1CSc1nnc(C)s1	-2%
Cc1cc(C)n(-c2nc3nonc3nc2-n2nc(C)cc2C)n1	1%
COc1ccc(N(CC(=O)NCc2ccccc2OC)S(=O)(=O)c2c(C)nn(C)c2C)cc1	3%
O=C(O)CSc1nc2ccccc2o1	16%
Cc1cc(=O)n2nc(N3CCC(C(=O)N4CCN(C)CC4)CC3)sc2n1	7%
CN1CCN(c2cc(-c3ccoc3)ncn2)CC1	9%
CCN(C(=O)c1cc2cc(OC)ccc2oc1=O)c1ccccc1	-2%
N[C@@]1(C(=O)O)CN[C@H](C(=O)O)C1	-3%
COc1ccc(N2CCN(c3ccc(NC(=O)C4CCCCC4)cc3C#N)CC2)cc1	-4%
COc1ccc(S(=O)(=O)Nc2ccccc2C(=O)NC(C)C)cc1OC	-2%
Cn1c(C(=O)OC(C(=O)NC2CCCC2)c2cccnc2)cc2sccc21 (stereo unspecified)	1%
Cc1ccc(-n2c(SCC(=O)NC3CCCCC3)nc3c(c2=O)SCC3)cc1	7%
C=CCN(C(=O)Cn1c(C(=O)OC)cc2oc(C)cc21)c1ccccc1	-1%
O=C(O)CC(Cn1cnnn1)c1ccccc1 (stereo unspecified)	9%
